# PGK inhibitor: qHTS Assay to Find Inhibitors of Phosphoglycerate Kinase. AID 602233, 2012. PGK/GAPDH coupled, Kinase-Glo luminescence, 60 min. Potency, µM (doses to about 57.5 µM), for inactives: at the highest dose activity change, negative = inhibition, usual class: inhibitors. 380,000 tested, 0.043% active. Phosphoglycerate kinase, glycosomal (Trypanosoma brucei brucei), P07378; also: % is scaled to controls: 0 for no effect and ±100 for the full control effect; nearly all actives have a fitted effect of over 60% in size
#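 Recombinant glycosomal PGK reaction used 1,3-bisphosphoglycerate generated in-well by GAPDH (100nM final) in 100mM TEA pH 7.6, 5mM MgCl2, 0.01% Tween-20. After 60 minutes at room temperature, ATP was read by Kinase-Glo Plus luminescence end-point.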
# HP1b chromo inh: HTS for Inhibitors of HP1-beta Chromodomain Interactions with Methylated Histone Tails. Chromobox protein homolog 1 (Homo sapiens), P83916. AlphaScreen HP1-beta / biotin-H3K9me3 peptide binding. Potency, µM (titrated, usually from 114 µM), for inactives: at the highest dose activity change, negative = inhibition, usual class: inhibitors. 390,000 tested, 0.56% active. AID 540317, 2011; also: nearly all actives have a fitted effect of over 70% in size; inactives centre near 23
#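 HP1-beta protein (50 nM final) preincubated 30 min at room temperature with biotinylated H3(1-18)K9me3 peptide (50 nM) in PBS pH 7.4, 0.01% Tween-20, then compound added for 30 min. AlphaScreen streptavidin donor/nickel chelate acceptor beads (10 ug/mL final), 30 min dark, luminescence read.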
# JMJD2A Tudor inh: qHTS Assay for Inhibitors of JMJD2A-Tudor Domain; Lysine-specific demethylase 4A (Homo sapiens), O75164; AlphaScreen JMJD2A-Tudor / H3K4me3 peptide binding; Potency, µM (doses to about 114 µM), for the others: at the highest dose activity change, negative = inhibition, actives largely listed as inhibitors; 390,000 tested, 4.4% active; AID 504339, 2011; also: % is scaled to controls: 0 for no effect and ±100 for the full control effect; nearly all actives have a fitted effect of over 50% in size
# Target sequence (O75164 whole entry, looked up, the tested form may be a part): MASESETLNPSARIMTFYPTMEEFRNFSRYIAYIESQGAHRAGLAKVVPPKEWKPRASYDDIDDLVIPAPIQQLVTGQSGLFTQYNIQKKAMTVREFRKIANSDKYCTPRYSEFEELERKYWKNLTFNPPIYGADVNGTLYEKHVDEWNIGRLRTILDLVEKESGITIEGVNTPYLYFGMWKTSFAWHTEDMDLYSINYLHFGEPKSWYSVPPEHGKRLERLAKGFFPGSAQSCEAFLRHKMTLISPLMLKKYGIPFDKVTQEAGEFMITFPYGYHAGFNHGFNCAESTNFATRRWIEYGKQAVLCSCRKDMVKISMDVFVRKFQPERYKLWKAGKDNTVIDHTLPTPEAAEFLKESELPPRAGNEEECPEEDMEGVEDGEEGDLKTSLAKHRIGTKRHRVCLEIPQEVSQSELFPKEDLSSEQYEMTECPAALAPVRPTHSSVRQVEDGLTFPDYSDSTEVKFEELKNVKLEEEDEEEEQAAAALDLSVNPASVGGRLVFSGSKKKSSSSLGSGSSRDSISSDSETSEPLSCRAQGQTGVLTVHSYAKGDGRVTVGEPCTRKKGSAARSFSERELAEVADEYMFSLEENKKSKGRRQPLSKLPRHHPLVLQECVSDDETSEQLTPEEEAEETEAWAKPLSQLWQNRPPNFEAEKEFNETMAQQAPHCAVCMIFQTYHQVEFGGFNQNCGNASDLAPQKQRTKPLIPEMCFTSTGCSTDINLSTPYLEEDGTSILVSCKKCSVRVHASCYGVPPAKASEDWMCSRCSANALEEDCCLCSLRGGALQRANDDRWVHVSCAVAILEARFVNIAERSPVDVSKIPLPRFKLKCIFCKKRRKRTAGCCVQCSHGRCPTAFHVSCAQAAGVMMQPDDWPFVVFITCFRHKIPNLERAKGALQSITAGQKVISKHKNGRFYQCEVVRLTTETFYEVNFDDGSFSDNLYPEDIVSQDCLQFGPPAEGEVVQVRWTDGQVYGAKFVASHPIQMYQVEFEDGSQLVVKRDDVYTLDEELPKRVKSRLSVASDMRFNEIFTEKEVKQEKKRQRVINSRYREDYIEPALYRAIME
# ERG Ets-DNA blk: qHTS for Small Molecule Inhibitors of the ERG Ets/DNA interaction; Transcriptional regulator ERG (Homo sapiens), P11308; 370,000 tested, 0.028% active; fluorescence polarization, His-ERG Ets domain / labelled DNA; AID 624246, 2012; Potency, µM (titrated, usually from 76.9 µM), inactives show at the top dose FP activity, negative = inhibition, most hits filed as inhibitors; active = well fitted inhibition curve with a large enough effect in the polarisation, with a control signal flat; inconclusive = small, poorly fitted or top-dose-only effect, or effect the other way, or a change in a side signal; inactive = no such curve, though single readings can be large or run the other way; the % refers to the polarisation;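 also: polarization taken with two DNA probes labelled with fluorescein and Texas red; % of control where 0% means no effect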
#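 His-tagged ERG Ets domain (1 uM in the protein solution; 300mM KCl, 50mM Tris-HCl, 1mM EDTA, 1mM DTT, pH 7.5) received compound, then a probe mix of 5 nM fluorescein-DNA and 100nM Texas-615-DNA. Fluorescence polarization was read for both dyes.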
# GLS inh: qHTS for Inhibitors of Glutaminase (GLS) | Potency, µM (titrated, usually from 45.5 µM), for inactives: top-dose activity change, negative = inhibition, usual class: inhibitors | 410,000 tested, 0.21% active | GLS enzymatic activity, qHTS titration; also: % is scaled to controls: 0 for no effect and ±100 for the full control effect
#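 Coupled fluorescence readout: glutamate oxidase/HRP/Amplex Red detect glutamate formed by hKGA from L-glutamine (1 mM solution added). Buffer 45 mM KH2PO4 pH 8.2, 0.02% Tween-20; reads at t0 and 30 min RT.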
# 12-LOX inh: Primary qHTS assay for inhibitors of human arachidonate 12S-lipoxygenase (ALOX12): Round 2 | Polyunsaturated fatty acid lipoxygenase ALOX12 (Homo sapiens), P18054 | purified 12hLO, xylenol orange hydroperoxide absorbance | Potency, µM (doses to about 108 µM), without a hit: at the top dose activity change, negative = inhibition, usual class: inhibitors | 580,000 tested, 1.1% active | AID 1671190, 2021; also: % is scaled to controls: 0 for no effect and ±100 for the full control effect
#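 Hydroperoxide product was detected by ferrous iron/xylenol orange as the 573 to 405 nm absorbance ratio. Arachidonic acid at 40 uM (final) was turned over for 30 min at room temperature by 150 nM human 12hLO, pH 7.0 Hepes buffer, after 15 min compound preincubation.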
# RGS4 inh: Inhibitors of Regulator of G Protein Signaling (RGS) 4: qHTS; Regulator of G-protein signaling 4 (Homo sapiens), P49798; Transcreener GDP fluorescence polarization, RGS4-accelerated GTP hydrolysis; Potency, µM (titrated, usually from 114 µM), for inactives: at the top dose activity change, negative = inhibition, usual class: inhibitors; 390,000 tested, 0.039% active; AID 504845, 2011; also: % is scaled to controls: 0 for no effect and ±100 for the full control effect; nearly all actives have a fitted effect of over 75% in size; some results filed as inactive show a strong effect at the top dose
#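 MLSMR compounds (23 nl, pin-transferred) preincubated 10 min at room temperature with a 500nM (2x) first reagent, then RGS4 at 900nM (2x) plus Transcreener GDP mix added; fluorescence polarization (620/688 nm) read before and after 90 min at 30 °C.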
# TrxR1 inh: qHTS Assay for Inhibitors of Mammalian Selenoprotein Thioredoxin Reductase 1 (TrxR1): qHTS. Thioredoxin reductase 1, cytoplasmic (Rattus norvegicus), O89049. recombinant rTrxR1, NADPH fluorescence consumption, selenite substrate. Potency, µM (doses to about 114 µM), for inactives: at the highest dose activity change, negative = inhibition, usual class: inhibitors. 390,000 tested, 1% active. AID 588453, 2011; also: % is scaled to controls: 0 for no effect and ±100 for the full control effect; nearly all actives have a fitted effect of over 65% in size
#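 Rat TrxR1 (90 nM in the dispensed reagent) was pre-reduced with 400 uM NADPH for 5 min at room temperature, then incubated with compound for 15 min. After 400 uM selenite was added, NADPH fluorescence (Ex 340/Em 450 nm) was followed for 8 min.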
# Pin1 inhibitor: qHTS Assay to Find Inhibitors of Pin1 | Potency, µM (series often up to 115 µM), without a hit: at the highest dose activity, negative = inhibition, actives largely listed as inhibitors | Pin1 FP peptide displacement, HiFluor488, 10 min | AID 504891, 2011 | 390,000 tested, 0.009% active; active = well fitted inhibition curve with a large enough effect in the polarisation, with a control signal flat, not every such curve was filed as active; inconclusive = small, poorly fitted or top-dose-only effect, or effect the other way, or a change in a side signal; inactive = no such curve, though single readings can be large or run the other way; the % refers to the polarisation; also: % is scaled to controls: 0 for no effect and ±100 for the full control effect
# * = called active by the depositor; i = inactive; ? = inconclusive; . = not tested or not shown; & = joins results of further samples; [ ] = remark or other dose. Unless noted, calls follow the shape of the dose curve; as a rule, active = well fitted curve in the direction sought with a large enough effect; inconclusive = small, poorly fitted or top-dose-only effect, or another doubt; inactive = no such curve, though single readings can be large; an effect the other way counts as inactive or inconclusive. Potency is read from the fitted curve at half-maximal effect.
1) CC1(C)CC(NC2C3CC4CC(C3)CC2C4)CC(C)(C)N1 (stereo not given)
2) CCCc1cc(=O)n2nc(N3CCC(C(=O)NCc4ccc(C)o4)CC3)sc2n1
3) O=C(CSc1nncn1-c1ccccc1)Nc1ccc(N2CCOCC2)cc1
4) Cc1ccc(N=Nc2c(C)[nH]n(C(N)=S)c2=O)cc1
5) OCC[C@@H]1C[C@@H](O)[C@H](O)[C@]2(OCc3ccccc32)O1
6) CCOc1ccccc1CNC(=O)CCCc1cn(C)c2ccccc12
7) C=CCOC(=O)C1=C(C)NC(=O)NC1c1ccc(O)cc1 (stereo not given)
8) O=C(NNS(=O)(=O)c1ccc(F)cc1)c1ccccc1

Screen / compound no.,1,2,3,4,5,6,7,8
PGK inhibitor,2%,-1%,-8%,-7%,-8%,-4%,-5%,-5%
HP1b chromo inh,27%,59%[activator],-12%,22%,24%,-6%,51%[activator],6%
JMJD2A Tudor inh,11%,-14%,10µM*,-31%,-19%,?,-18%,14µM*
ERG Ets-DNA blk,-1%,-17%,-11%,14%,21%,-2%,-12%,-4%
GLS inh,3%,-2%,?,1%,-1%,-3%,21%,-9%
12-LOX inh,?,-22%,24%,-9%,-24%,-14%,7%,7%
RGS4 inh,7%,-15%[56.9 µM],-43%[11.4 µM],6%,-12%,-13%,-13%,8%
TrxR1 inh,12%[57.1 µM],18%[57.1 µM],-16%,2%[57.1 µM],-2%,29%,20%,37%
Pin1 inhibitor,-6%,4%,-2%,-2%,-6%,10%,-1%,7%

9) COc1ccc(Nc2ncnc3ccc([N+](=O)[O-])cc23)c(OC)c1
10) COc1ccc(CCNC(=O)c2ccc3c(c2)N(Cc2cc(C)ccc2C)C(=O)c2ccccc2S3=O)cc1OC (stereo not given)
11) O=C(CSc1nnc2scc(-c3ccccc3)n12)N1CCCc2ccccc21
12) COc1ccccc1CNC(=O)CCS(=O)(=O)c1ccc2c(c1)CCN2C(C)=O
13) O=C1CCCc2cc(S(=O)(=O)N3CCCC(C(=O)Nc4ccc(F)c(Cl)c4)C3)ccc2N1 (stereo not given)
14) CN(C)c1ccc(NC(=O)CSC2=Nc3ccccc3C3=NC(CC(=O)NCc4ccccc4)C(=O)N23)cc1 (stereo not given)
15) NNC(=O)c1ccc(COc2cccc3cccnc23)cc1
16) Cc1ccc(C(=O)NNC(=O)Cn2ccc(C(F)(F)F)n2)o1

Screen / compound no.,9,10,11,12,13,14,15,16
PGK inhibitor,-6%,-6%,5%,3%&9%,5%,-3%,-3%,-1%
HP1b chromo inh,-2%,5%,24%,37%&3%,11%,10%,60%[activator],14%
JMJD2A Tudor inh,-27%,-19%,-16%,-8%&-17%,-13%,?,-15%,-1%
ERG Ets-DNA blk,15%,-23%,2%,4%&-7%,3%,-1%,1%,-1%
GLS inh,1%,-9%,4%,-4%&1%,-11%,4%,4%,6%
12-LOX inh,8%,0%,-11%,17%&-22%,-24%,-12%,2%,-9%
RGS4 inh,-5%,-7%,3%,42%&5%,16%,-49%,-17%,10%
TrxR1 inh,7%[57.1 µM],35%,11%,24%&10%,16%,10%[57.1 µM],36%[activator],9%
Pin1 inhibitor,-2%,6%,1%,0%&5%,-11%,?,11%,-13%

# Next section, starting with the last three of the part before.
14) CN(C)c1ccc(NC(=O)CSC2=Nc3ccccc3C3=NC(CC(=O)NCc4ccccc4)C(=O)N23)cc1 (stereo not given)
15) NNC(=O)c1ccc(COc2cccc3cccnc23)cc1
16) Cc1ccc(C(=O)NNC(=O)Cn2ccc(C(F)(F)F)n2)o1
17) C=CCn1c(-c2ccccc2)nc2nc3ccccc3nc21
18) Cc1ccccc1NS(=O)(=O)c1ccc(N2CCCC2=O)cc1
19) Cc1csc(NC(=O)C(C)Oc2ccc(Br)cc2)n1 (stereo not given)
20) CCOC(=O)N1CCC(N(CCN(C)C)C(=S)Nc2ccccc2C)CC1
21) CSc1cccc(NC(=S)N2CCC(N(C)C3CCCCCC3)CC2)c1
22) COc1ccc(CCNC(=O)CCc2c(C)c3ccc(O)c(C)c3oc2=O)cc1
23) O=C(N/N=C/C(Cl)=C/c1ccccc1)c1ccccc1F
24) Cc1onc(-c2ccccc2)c1C(=O)NC(=S)Nc1sc2c(c1C#N)CCC(C)C2 (stereo not given)

Screen / compound no.,14,15,16,17,18,19,20,21,22,23,24
PGK inhibitor,-3%,-3%,-1%,-12%,-8%,10%,-9%,4%,i,-10%,-3%
HP1b chromo inh,10%,60%[activator],14%,34%,18%,37%,10%,6%,79%[activator],-18%,-1%
JMJD2A Tudor inh,?,-15%,-1%,2%,-23%,-1%,-7%,-8%,-8%,-27%,-31%
ERG Ets-DNA blk,-1%,1%,-1%,-11%,2%,5%,1%,17%,-2%,1%,1%
GLS inh,4%,4%,6%,-10%,0%,-6%,25%,?,16%,7%,0%
12-LOX inh,-12%,2%,-9%,133%[activator],-22%,?,-1%,2%,-7%,6%,-25%
RGS4 inh,-49%,-17%,10%,27%,-35%,-11%,-3%,-9%,-5%,7%,-52%
TrxR1 inh,10%[57.1 µM],36%[activator],9%,-35%,-6%,-4%,10%,-5%,34%,5%,?
Pin1 inhibitor,?,11%,-13%,2%,0%,-5%,-9%,9%,1%,-3%,18%

25) CCOC(=O)c1ccc(NC(=O)Cn2cnc3cc(C)c(C)cc32)cc1
26) CN(C)CCCN(C(=O)c1ccc(S(=O)(=O)N(C)C2CCCCC2)cc1)c1nc2ccc(F)cc2s1
27) O=C(Nc1nc2ccc(Cl)cc2s1)c1cc(=O)c2ccccc2o1
28) Cc1ccc(-c2cn3c(n2)sc2cc(C(=O)NCCCc4ccccc4)ccc23)c(C)c1
29) C=CCNC(=O)Cn1nc(-c2ccccc2)ccc1=O
30) CN(C)S(=O)(=O)N(CC(=O)Nc1ccccc1F)c1ccccc1
31) CCCn1c(SCC(=O)Nc2cccc(Cl)c2Cl)n[nH]c1=O
32) COc1cc(NS(C)(=O)=O)ccc1Nc1c2ccccc2nc2ccccc12

Screen / compound no.,25,26,27,28,29,30,31,32
PGK inhibitor,-8%,3%,-8%,2%,-8%[11.5 µM],-6%,-9%,i
HP1b chromo inh,55%[activator],-10%,38%,148%[activator],32%,14%,7%,-6%
JMJD2A Tudor inh,-15%,?,-18%,90%[activator],-7%,-4%,-13%,?
ERG Ets-DNA blk,-4%,3%,-5%,-3%,.,-9%,-6%,33%[activator]
GLS inh,-6%,17%,5%,-3%,-4%,2%,10%,98%&66%[activator]
12-LOX inh,13%,?,2%&-5%,-26%,-14%,0%,2%,?
RGS4 inh,-21%,20%,-26%,13%,-5%,34%,11%,?
TrxR1 inh,8%,6%,18%,38%[activator],16%,18%,-14%,27%[57.1 µM]
Pin1 inhibitor,2%,-6%,?,-1%,-17%,-5%,-1%,3%

33) CC(=O)N1CCC2(CC1)C(C#N)=C(N)Oc1n[nH]c(C(F)(F)F)c12
34) O=C(Nc1cccc(F)c1)/C(=C/c1ccco1)NC(=O)c1ccco1
35) COc1ccccc1NC(=O)C1=C(C)NC(=O)NC1c1ccccc1F (stereo not given)
36) CCC(C)C1NC(=S)N(Cc2ccccc2)C1=O (stereo not given)
37) CCCCC#Cc1ccc(C(=O)NNC(=O)Nc2cc(Cl)cc(Cl)c2)o1
38) O=C(Cc1ccccc1)Nc1ccc2oc(-c3ccncc3)nc2c1
39) Cc1ccc(C#N)c(SCCN2CCCCC2)n1
40) COC(C/C=C\C(=O)[C@H](C)OCc1ccccc1)OC
41) COc1ccccc1NC(=O)Cn1nnc(-c2ccccc2NS(=O)(=O)c2ccccc2)n1

Screen / compound no.,33,34,35,36,37,38,39,40,41
PGK inhibitor,0%,-8%,-9%,-10%,-2%,-14%,i,0%,i
HP1b chromo inh,39%[activator],-24%,37%,55%[activator],40%[activator],100%[activator],-1%,49%[activator],38%
JMJD2A Tudor inh,-28%,?,-6%,4%,-24%,?,-15%,-4%,-16%
ERG Ets-DNA blk,4%,9%,-9%,13%,5%,4%,8%,-6%,12%
GLS inh,22%,9%,1%,2%,8%,-2%,-11%,4%,1%
12-LOX inh,0%,?,-1%[57.4 µM],7%,265%[activator],0%,0%,-27%,-9%
RGS4 inh,-31%,8%,-8%,-39%,15%,-37%,-14%,-14%,-15%
TrxR1 inh,13%[11.4 µM],45µM*,-17%,3%[57.1 µM],26%,13%[57.1 µM],7%,45µM*,1%
Pin1 inhibitor,?,?,1%,0%,-4%,7%,7%,-5%,11%

# The list is partial; the hit share may differ from the screen's.
